M1 PAM = human CHRM1 positive allosteric modulation | AID 588819 | 360,000 tested, 0.088% active | activation, % at 3 µM | CHO-K1 hM1, Fluo-8 calcium fluorescence, ACh EC20; 0% = ACh EC20, 100% = maximal ACh | P11229; in the data active = activation above about 19%, passing the limit was not always enough
Target sequence (P11229 whole entry, looked up): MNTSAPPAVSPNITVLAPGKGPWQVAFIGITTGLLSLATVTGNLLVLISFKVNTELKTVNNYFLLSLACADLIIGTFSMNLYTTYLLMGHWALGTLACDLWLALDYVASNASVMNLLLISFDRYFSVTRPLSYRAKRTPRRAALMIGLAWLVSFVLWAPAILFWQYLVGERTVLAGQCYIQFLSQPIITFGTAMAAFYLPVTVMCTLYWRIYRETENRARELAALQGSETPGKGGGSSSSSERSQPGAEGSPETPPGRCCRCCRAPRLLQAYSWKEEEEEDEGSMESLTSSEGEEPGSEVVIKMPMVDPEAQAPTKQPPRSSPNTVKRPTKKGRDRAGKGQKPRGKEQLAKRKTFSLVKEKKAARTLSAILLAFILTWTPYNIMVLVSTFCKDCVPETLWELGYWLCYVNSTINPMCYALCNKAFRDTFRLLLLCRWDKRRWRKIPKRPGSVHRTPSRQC
M1 antag = blocks human M1 muscarinic receptor. P11229. CHO-K1 hM1, Fluo-8 calcium fluorescence, ACh EC80 antagonist. inhibition, % at 3 µM. 360,000 tested, 1.3% active;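 active = percent inhibition above its own plate's cutoff, namely the mean of that plate's compound wells plus 3 SD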;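 note: peak over basal fluorescence ratio during 140 s after agonist addition; 0% = ACh EC80 plus DMSO and 100% = DMSO alone without agonist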
M5 PAM = CHRM5 positive allosteric modulation | activation, % at 3 µM | AID 624038 | CHO-K1 hM5, Fluo-8 calcium, ACh EC20 PAM; 0% = ACh EC20, 100% = ACh EC100 | P08912 | 360,000 tested, 0.3% active;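 active = activation above the run cutoff, the mean activation of all test compounds plus 3 SD, cut at about 18% in these data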
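System: CHO-K1 cell line with stable human muscarinic M5 receptor expression | Also added: EC20 acetylcholine as agonist stimulus | Compound: One concentration, 3 µM final (nominal) | Timing: Fluo-8 loading 80 min at 37 °C plus 30 min room temperature | Measured by: Fluo-8 calcium dye fluorescence, kinetic read | Read-out basis: % activation, ACh-normalized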
CHRM5 antagonist = CHRM5 antagonism in calcium assay; 360,000 tested, 0.59% active; CHO-hM5 cells, Fluo-8 calcium fluorescence, ACh EC80; inhibition, % at 3 µM; P08912;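 active = inhibition above a per-plate cutoff, the mean of that plate's test compounds plus 3 SD, cut at about 27% in these data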;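 note: 0% = acetylcholine EC80 with DMSO and 100% = DMSO without agonist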
M5 ag = agonists of human muscarinic M5 receptor (CHRM5) | CHO-K1 hM5 cells, Fluo-8 calcium fluorescence; 0% DMSO wells, 100% maximal acetylcholine response | activation, % at 3 µM | 360,000 tested, 0.19% active | AID 624037;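 active = activation above the run's mean over test compounds plus 3 SD, cut at about 23% in these data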;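 note: signal is peak over basal fluorescence ratio across the kinetic read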
CRFR2-BP ag = CRF-BP/CRF-R2 complex agonism; HEK293 CRF-R2/CRF-BP, calcium dye fluorescence (FLIPR); percent of saturating CRF peptide response; activation, % at 13.2 µM; 350,000 tested, 0.46% active; AID 588473;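 active = activation of at least 50%, plus an integration ratio under a set limit after plate pattern correction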;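 note: plate controls were neutral control wells without compound for no effect and CRF at EC100 for full effect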
CHRM4 agonist = agonists of human muscarinic M4 receptor (CHRM4). P08173. CHO-K1 hM4/Gqi5, Fluo-8 calcium fluorescence; vehicle 0%, full acetylcholine response 100%. activation, % at 3 µM. 360,000 tested, 0.14% active;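 active = activation above the run mean over all test wells plus 3 SD, cut at about 32% in these data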;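 note: peak over basal fluorescence ratio per well then scaled between controls; 0% = DMSO wells and 100% = acetylcholine at EC100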
Target sequence (P08173 whole entry, looked up): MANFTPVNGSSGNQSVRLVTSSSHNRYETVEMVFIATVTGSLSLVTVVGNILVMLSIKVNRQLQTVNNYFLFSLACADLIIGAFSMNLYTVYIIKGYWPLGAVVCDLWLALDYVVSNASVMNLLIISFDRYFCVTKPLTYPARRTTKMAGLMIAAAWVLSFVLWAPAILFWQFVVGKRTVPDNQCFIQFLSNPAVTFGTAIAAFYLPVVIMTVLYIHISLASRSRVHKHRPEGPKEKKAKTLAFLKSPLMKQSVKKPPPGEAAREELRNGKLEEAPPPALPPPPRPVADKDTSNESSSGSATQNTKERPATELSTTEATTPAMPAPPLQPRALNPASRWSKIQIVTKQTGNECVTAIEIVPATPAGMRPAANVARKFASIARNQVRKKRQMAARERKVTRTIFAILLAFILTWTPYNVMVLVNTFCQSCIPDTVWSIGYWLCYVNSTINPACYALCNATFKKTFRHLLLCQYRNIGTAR
CHRM4 PAM = potentiates acetylcholine response at human M4 receptor | AID 624126 | CHO-K1 hM4/Gqi5, Fluo-8 calcium fluorescence, ACh EC20; 0% = ACh EC20, 100% = maximal ACh | 360,000 tested, 0.4% active | activation, % at 3 µM;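 active = activation above its plate's cutoff, the mean activation of sample wells plus 3 SD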; note: some results filed as inactive read as strong as hits
CHRM4 antagonist = blocks acetylcholine activation of human M4 receptor; AID 624125; 360,000 tested, 0.73% active; CHO-hM4 cells, ACh EC80, Fluo-8 calcium fluorescence; P08173; inhibition, % at 3 µM;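 active = inhibition above its plate's cutoff, the mean inhibition of sample wells plus 3 SD, cut at about 27% in these data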;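 note: 0% = acetylcholine EC80 with DMSO and 100% = DMSO without agonist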
* hit, by the source's call; nt = not tested or not shown.

SMILES | M1 PAM | M1 antag | M5 PAM | CHRM5 antagonist | M5 ag | CRFR2-BP ag | CHRM4 agonist | CHRM4 PAM | CHRM4 antagonist
CC(C)C[C@H]1CNC(=O)C(=O)N1C[C@@H]1CCCN1C[C@H](Cc1ccc(O)cc1)N1C[C@H](Cc2ccccc2)N(CC2CCCCC2)C(=O)C1=O | nt | nt | -11 | 7 | -3 | nt | -1 | 0 | 37*
O=S(=O)(Nc1ccccn1)c1ccc(-n2cccn2)cc1 | 0 | 1 | -5 | 3 | -3 | 1.0 | 1 | -3 | -1
C[C@H](O)[C@@H]1CN2CCc3c([nH]c4ccc(-c5ccc6c(c5)OCO6)cc34)[C@@H]2C[C@@H]1N(C)C(=O)Nc1cc(Cl)cc(Cl)c1 | -8 | 16 | -2 | 4 | 2 | 2.0 | 6 | 1 | 2
COCCNc1oc(/C=C/c2ccccc2)nc1C#N | 0 | -3 | 8 | -4 | -3 | -0.9 | 2 | 3 | -9
CSc1ncc2ncn(C3OC(CO)C(O)C3O)c2n1 (centres undefined) | 5 | -15 | 7 | 0 | -1 | 1.2 | 0 | -1 | -15
CCC(C)N(C(=O)CSc1nnnn1-c1ccccc1OC)C1CCS(=O)(=O)C1 (centres undefined) | 9 | -14 | 1 | 0 | -1 | -0.6 | 2 | 6 | -3
Cc1nc(NC(=O)C(C)(C)C)sc1C(=O)Cn1cc(-c2ccc(C(C)(C)C)cc2)nn1 | nt | nt | 3 | 3 | 2 | nt | 1 | 1 | 1
CCOC(=O)c1ccc(NC(=O)NNC(=O)CCc2ccc(OC)cc2)cc1 | 13 | -8 | 6 | -9 | 1 | 1.8 | 1 | 1 | 6
COc1ccc(/C=N\Nc2ccc([N+](=O)[O-])cc2[N+](=O)[O-])c(C(=O)O)c1OC | 2 | -6 | 2 | 1 | 2 | -2.7 | 2 | 5 | -10
Cc1ccc(C)c(NC(=O)C2CC3c4ccccc4C2c2ccccc23)c1 (centres undefined) | -5 | -10 | -3 | -4 | -1 | 0.7 | 0 | 0 | 4
Cc1nc(C)c(C(=O)OCC(=O)NCCc2ccc(F)cc2)s1 | 9 | -6 | 0 | 6 | 5 | -2.4 | 1 | 15 | -10
COC(=O)c1c(NC(=O)c2ccc(OC(C)C)cc2)sc2c1CC(C)(C)NC2(C)C | -2 | 2 | -2 | 7 | 0 | -0.4 | 4 | 5 | -27
COc1ccc2c(c1)OC13CCN(C)CC1C2C(C(=O)c1ccc(F)cc1)C(=O)N3 (centres undefined) | 2 | -8 | 1 | 0 | 2 | 4.5 | 2 | 0 | -2
CCOC(=O)C1=C(CSc2nccn2C)NC(=O)NC1c1ccc2c(c1)OCO2 (centres undefined) | 5 | -5 | 1 | 11 | 0 | -4.7 | 1 | 7 | -2
COc1cc(C(=O)O/N=C2\C=CC(=O)C=C2C)cc(OC)c1OC | 3 | -9 | 5 | -8 | -2 | -0.9 | 1 | 5 | -21
O=C(COc1ccc2ccccc2c1)NCCc1ccc2c(c1)OCCO2 | 0 | -7 | -3 | 7 | 0 | -0.3 | 3 | -5 | 2
CCCCNC(=O)c1onc(CSc2ccc(F)cc2)c1C(=O)O | 8 | -5 | 7 | -2 | -5 | -1.0 | 0 | 13 | -28
COc1cccc(NC(=O)COC(=O)C2CCN(S(=O)(=O)c3cccs3)CC2)c1 | -7 | 0 | -7 | -1 | 3 | -1.5 | 4 | -4 | 4
CC(=O)Nc1ccc(CN2CCN(CCc3ccccc3)C(CCO)C2)cc1 (centres undefined) | 2 | -3 | -5 | 8 | -18 | 4.0 | 1 | 3 | 0
O=C(CSc1ccc2nnc(-c3cccnc3)n2n1)Nc1ccc(F)cc1 | 15 | -19 | -1 | -4 | -1 | 0.2 | 2 | 4 | -5
CCCCn1c(N)c(N(CCOC)C(=O)c2cc3c(s2)CCC3)c(=O)[nH]c1=O | 4 | -6 | 1 | 2 | 1 | 0.2 | 1 | 2 | -4
Cc1nn2c(-c3ccccc3)ccnc2c1-c1ccccc1 | -1 | 2 | -3 | -6 | -8 | 1.5 | 2 | 0 | -3
Cc1ccc(C2(C)NC(=O)N(CC(=O)Nc3nc(-c4ccccn4)cs3)C2=O)cc1 (centres undefined) | -2 | 7 | -5 | 4 | 15 | 4.3 | 10 | -2 | -15
CCOCCCN1CN(S(=O)(=O)c2ccc(Cl)cc2)c2nc3ccccc3nc21 | -5 | 11 | 1 | -2 | 0 | -1.4 | 1 | 11 | -1
CCCCNC(=O)OC1CC2CC1[C@H]1CCCCN1C2=O (some centres undefined) | nt | nt | 0 | 4 | 0 | nt | 1 | 11 | -5

Profiles, looked up by structure:
COc1ccc(/C=N\Nc2ccc([N+](=O)[O-])cc2[N+](=O)[O-])c(C(=O)O)c1OC is listed as M1 PAM: 2; M1 antag: -6; M5 PAM: 2; CHRM5 antagonist: 1; M5 ag: 2; CRFR2-BP ag: -2.7; CHRM4 agonist: 2; CHRM4 PAM: 5; CHRM4 antagonist: -10
Cc1nc(C)c(C(=O)OCC(=O)NCCc2ccc(F)cc2)s1 is listed as M1 PAM: 9; M1 antag: -6; M5 PAM: 0; CHRM5 antagonist: 6; M5 ag: 5; CRFR2-BP ag: -2.4; CHRM4 agonist: 1; CHRM4 PAM: 15; CHRM4 antagonist: -10

(list continues)
SMILES | M1 PAM | M1 antag | M5 PAM | CHRM5 antagonist | M5 ag | CRFR2-BP ag | CHRM4 agonist | CHRM4 PAM | CHRM4 antagonist
COc1ccc(CN2CC(=O)N(c3ccccc3C)C2=S)cc1OC | 3 | 2 | -2 | 9 | 3 | -0.7 | 7 | -5 | -1
CCn1c2ccccc2c2nnc(SCC(=O)Nc3ncccn3)nc21 | 3 | 2 | -2 | 0 | 0 | -0.8 | 0 | 3 | 10
Cc1ccc(C(=O)CC2(O)C(=O)N(CCc3ccccc3)c3ccc(Br)cc32)o1 (centres undefined) | -1 | -6 | -4 | 3 | -1 | 1.9 | 4 | 6 | -8
Cc1cc(=O)oc(C)c1C(=O)NCCN(C)Cc1ccccc1 | 11 | -11 | -7 | 12 | -6 | -3.0 | 0 | 8 | -9
COc1ccc(NC(=O)CSc2ccc(-c3cccnc3)nn2)cc1 | 3 | -20 | -5 | 2 | 0 | 0.6 | 1 | 8 | 1
Cc1nc(C)c(Oc2cccc(C(F)(F)F)c2)c(=O)[nH]1 | 17 | -22 | 6 | 9 | 1 | 0.7 | 1 | 12 | 4
CCCCCNC(=O)C(=O)C1C(=O)Nc2ccccc21 (centres undefined) | 5 | -11 | 3 | 6 | 1 | -1.6 | 1 | 7 | -1
CCCN(CCC)Cc1cc(=O)oc2cc(OC)ccc12 | 2 | -1 | 2 | -3 | -2 | nt | -2 | -1 | -5
CN(C)CCN(Cc1cc2cc3c(cc2[nH]c1=O)OCO3)C(=S)NCC1CCCO1 (centres undefined) | 11 | -7 | 2 | -19 | -3 | 1.6 | 0 | 0 | -10
CCN1C(=O)[C@H]2[C@@H](c3ccc(-c4ccc(C(C)=O)cc4)c(OC)c3)N[C@@](Cc3ccccc3)(C(=O)OC)[C@H]2C1=O | 7 | -2 | -8 | 10 | 1 | 0.3 | 4 | -2 | -5
CC(=O)NC(CSc1cc(C)nc2ccc(Br)cc12)C(=O)O (centres undefined) | 2 | -5 | 0 | 1 | 4 | -0.5 | 1 | 8 | -5
CCN(CC)C(=O)C1CCN(S(=O)(=O)c2ccc(C3CNC(=O)C3)cc2)CC1 (centres undefined) | 7 | -10 | 2 | -3 | 1 | -2.7 | 0 | 1 | 2
Cc1cccc(C)c1NC(=O)C1(C)CN(S(C)(=O)=O)CC(=O)N1Cc1ccco1 (centres undefined) | nt | nt | 0 | -1 | 0 | nt | 4 | 10 | 4
O=C(NCC1CCCO1)c1ccc(CNS(=O)(=O)c2ccc(F)c(Cl)c2)cc1 (centres undefined) | -1 | -2 | -1 | 9 | -1 | 1.4 | 2 | 2 | 2
COc1ccc2c(c1)CCC(C)N2S(=O)(=O)c1ccc(C2CNC(=O)C2)cc1 (centres undefined) | 11 | -11 | -5 | 7 | 0 | -0.1 | 2 | 9 | -3
O=C(Oc1ccccc1)c1ccc(COC(=O)c2cnccn2)cc1 | 0 | -20 | -5 | 8 | 1 | 5.9 | 3 | -2 | -5
Cc1ccc(-c2cc3nc(-c4ccccc4)cc(NCCCO)n3n2)cc1 | 0 | 0 | 0 | -1 | -2 | -0.1 | 8 | 4 | -8
Cc1ccc(NC(=O)Cn2c(/C=C/c3ccccc3)nc3ccccc32)cc1C | 9 | -10 | -5 | 4 | -1 | 0.4 | 1 | 6 | -6
O=C(Nc1ccccc1)c1ccccc1O | -6 | 10 | 1 | 1 | 2 | 3.6 | 2 | -4 | 3
O=C(CSc1ccccc1F)NC(=O)c1ccccc1Br | 5 | -23 | 10 | 2 | -4 | -2.4 | 6 | 13 | -9
COc1cc(OC)cc(C(=O)NC(C(=O)NCCc2ccccn2)C(C)C)c1 (centres undefined) | 10 | -14 | 0 | -5 | 2 | 0.0 | 2 | 0 | 3
CC(C)CC(N)c1csc(Nc2ncccn2)n1 (centres undefined) | 10 | -17 | -1 | 1 | 0 | nt | 1 | 1 | -12
Cc1ccc[n+](CC(=O)Nc2nc3ccccc3s2)c1 | 6 | -18 | -1 | 1 | -5 | -0.1 | 3 | 17 | -9
O=C(O)CCc1ccc(-c2cccs2)n1NC(=O)c1ccco1 | 1 | -10 | 1 | 0 | -2 | 0.5 | 0 | 6 | 0
O=C(COc1ccc(Cl)cc1)Nc1ccc(Cl)cn1 | 2 | -3 | 0 | -4 | -2 | -0.7 | -3 | -7 | 12
The listing continues:
SMILES | M1 PAM | M1 antag | M5 PAM | CHRM5 antagonist | M5 ag | CRFR2-BP ag | CHRM4 agonist | CHRM4 PAM | CHRM4 antagonist
Cc1ccccc1NC(=O)NC1(C(=O)NCC2CCCO2)CCCCC1 (centres undefined) | 8 | -12 | 0 | 5 | -1 | 0.4 | 1 | -1 | 8
O=C(O)c1ccccc1N/N=C\c1ccnc2ccccc12 | 4 | -14 | 3 | 0 | 2 | 1.8 | 0 | 14 | -8
CC(=O)NCCn1c(SCC(=O)c2ccc(Cl)cc2)nc2ccccc2c1=O | 9 | -11 | -4 | 0 | 0 | -1.5 | 1 | 12 | -2
O=C1CSC(c2ccncc2)N1Cc1ccccc1 (centres undefined) | 10 | -6 | 10 | -2 | -1 | 0.0 | 2 | 2 | -10
NC(=O)Nc1ccc(Cl)cc1 | 6 | -12 | 1 | 7 | 1 | 2.7 | 0 | -9 | -3
CN(CCO)c1ccc(C=NNc2ccc([N+](=O)[O-])cc2S(=O)(=O)Nc2ccccc2C(=O)O)cc1 | -2 | -1 | -6 | -1 | 3 | 4.2 | 1 | 2 | -5
Cc1ccc(N(C)C(=O)CC(C)S(=O)(=O)c2ccc3c(c2)NC(=O)CO3)cc1 (centres undefined) | 1 | 0 | 1 | 5 | -2 | -1.3 | 1 | -9 | -1
Cc1ccc(CSCCNC(=O)CSCc2ccc([N+](=O)[O-])cc2)cc1 | -3 | -12 | -13 | 6 | -4 | -1.5 | 2 | -7 | 12
COc1cc(CN2CCC(C)CC2)ccc1OCc1ccccc1 | 0 | -6 | 1 | -12 | -7 | -0.2 | 2 | -13 | 3
Cc1[nH]n(-c2ccc([N+](=O)[O-])cc2)c(=O)c1C=NCCN1CCN(C(=O)c2ccccc2F)CC1 | 3 | 0 | 2 | 0 | -7 | -0.7 | 1 | -1 | 0
C=CCN(c1ccccc1OC)S(=O)(=O)c1cccc(C(=O)OCC(=O)N2CCOCC2)c1 | 10 | -9 | 4 | 13 | -1 | -0.9 | 2 | 6 | -5

Screening data from PubChem BioAssay.
